Fam108B counter: counter-screen for RBBP9 inhibitors: inhibitors of mouse Fam108B; inhibition, % at 9.51 µM; recombinant Fam108B, FP-Rh probe fluorescence polarization; AID 1947; actives 0.33% (n = 300,000);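 active = inhibition above the screen mean inhibition plus 3 SD, computed separately per campaign, cut at about 18% in these data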;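 note: inhibitors lower polarization as less probe binds the enzyme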
CR mimetic SO: lowers age-related superoxide in aged yeast cells | S. cerevisiae aged cells, superoxide DHE fluorescence; stronger effect = lower value | superoxide response (% of plate mean), % at 10 µM | actives 0.18% (n = 330,000) | AID 2690;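 active = superoxide response under a set limit, about three screen SD below normal, cut at about 65% in these data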;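 note: yeast aged for seven days with compound at 30 °C before DHE staining; 100% = average MFI of all compound-treated wells on the plate with controls excluded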
EBNA-1 inhibitor: blocks EBNA-1 binding to DNA; EBNA-1 DNA binding, fluorescence polarization; AID 1950; actives 0.34% (n = 300,000); inhibition, % at 14.8 µM; in the data active = inhibition above about 28%
MEX-5 binding: C. elegans MEX-5 TCR-2 RNA binding activity; activity score (negative = inhibition of binding), % at 10 µM; Q9XUB2; MEX-5/FITC-TCR2 RNA binding, fluorescence polarization; stronger effect = lower value; actives 0.38% (n = 300,000);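 active = inhibition past about -25% in most replicates, and total fluorescence under double the plate's negative control median, limit read from the data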;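 note: 0% = DMSO and -100% = 5 µM competing unlabeled TCR2 RNA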
Target sequence (Q9XUB2 whole entry, looked up): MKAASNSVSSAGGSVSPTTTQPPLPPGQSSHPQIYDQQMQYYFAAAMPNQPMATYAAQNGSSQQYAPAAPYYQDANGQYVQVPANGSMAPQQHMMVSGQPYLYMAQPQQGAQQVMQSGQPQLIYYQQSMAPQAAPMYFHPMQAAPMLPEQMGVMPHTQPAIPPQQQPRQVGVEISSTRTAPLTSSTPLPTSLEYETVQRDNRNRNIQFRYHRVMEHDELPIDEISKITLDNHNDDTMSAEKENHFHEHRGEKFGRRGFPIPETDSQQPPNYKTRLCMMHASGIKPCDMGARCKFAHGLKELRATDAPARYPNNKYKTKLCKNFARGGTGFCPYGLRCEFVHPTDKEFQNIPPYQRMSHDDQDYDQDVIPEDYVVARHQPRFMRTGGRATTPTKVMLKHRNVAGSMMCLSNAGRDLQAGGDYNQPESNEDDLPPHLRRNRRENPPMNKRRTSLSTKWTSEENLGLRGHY
ZTA DNA inh: ZTA (EBV) inhibition in EBNA-1 counter-screen | AID 2234 | actives 0.15% (n = 320,000) | P03206 | inhibition, % at 11 µM | ZTA-DNA binding, fluorescence polarization; in the data active = inhibition above about 33%
MCL1-BIM inh: inhibitors of human MCL1 binding to BIM-BH3 peptide; actives 0.68% (n = 320,000); GST-MCL1 / FITC-Bim-BH3 fluorescence polarization; inhibition, % at 10.9 µM;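 active = inhibition above the mean inhibition of all tested compounds plus 3 SD, set per campaign, cut at about 40% in these data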;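 note: 0% = DMSO wells and 100% = unlabeled Bim-BH3 peptide control; higher means more loss of mP so more displacement of Bim peptide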
Efflux pump mplx: antifungal efflux pump inhibition, Nile Red retention | S. cerevisiae Candida pump triplex | inhibition, % at 10 µM | actives 0.44% (n = 330,000) | AID 485275;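 active = plate passing quality check with inhibition over a set limit, or well fluorescence over plate mean plus 4 SD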;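 note: Nile Red retained in pooled yeast measured as flow cytometry median fluorescence; 0% = buffer negative control and 100% = Enniatin B positive control; higher means more Nile Red kept so more efflux inhibition; some compounds called inactive have numbers as strong as hits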
GLD-1 RNA inh: GLD-1-TGE RNA interaction inhibition (C. elegans); Q17339; purified GLD-1 + fluorescein TGE RNA, fluorescence polarization; inhibition, % at 5.96 µM; actives 0.44% (n = 320,000); AID 2280;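 active = percent inhibition above a per-plate cutoff, the plate mean of test compounds plus 3 SD, cut at about 30% in these data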;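 note: 0% = DMSO wells with GLD-1 and probe and 100% = wells lacking GLD-1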
Target sequence (Q17339 whole entry, looked up): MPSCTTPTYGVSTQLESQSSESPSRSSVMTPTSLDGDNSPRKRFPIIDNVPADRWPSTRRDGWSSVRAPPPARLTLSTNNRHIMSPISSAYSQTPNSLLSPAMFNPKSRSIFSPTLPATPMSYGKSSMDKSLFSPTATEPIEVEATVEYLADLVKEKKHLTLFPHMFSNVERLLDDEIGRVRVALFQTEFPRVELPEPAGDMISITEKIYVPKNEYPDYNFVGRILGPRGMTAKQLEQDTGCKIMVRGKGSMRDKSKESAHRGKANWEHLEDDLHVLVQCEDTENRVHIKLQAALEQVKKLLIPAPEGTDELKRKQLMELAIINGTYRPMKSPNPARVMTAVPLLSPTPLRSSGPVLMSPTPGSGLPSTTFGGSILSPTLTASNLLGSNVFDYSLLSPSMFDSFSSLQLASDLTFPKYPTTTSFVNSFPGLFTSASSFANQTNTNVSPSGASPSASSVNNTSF
Bcl-xL primary: blocks human Bcl-xL binding to Bim BH3 peptide | Q07817 | GST-Bcl-xL / FITC-Bim BH3 peptide fluorescence polarization | inhibition, % at 10.9 µM | actives 0.7% (n = 320,000);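 active = inhibition above the mean of all tested compounds plus 3 SD, cutoff set per campaign, cut at about 30% in these data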;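 note: 0% = DMSO wells and 100% = unlabeled Bim-BH3 peptide competitor; inhibitors lower millipolarization by displacing the labeled peptide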
Starred values were filed as active, the others as inactive; . = no result given; & = joins results of further samples.

SMILES	Fam108B counter	CR mimetic SO	EBNA-1 inhibitor	MEX-5 binding	ZTA DNA inh	MCL1-BIM inh	Efflux pump mplx	GLD-1 RNA inh	Bcl-xL primary
O=c1cc(NS(=O)(=O)c2ccccc2)nc(SCc2c(Cl)cccc2Cl)[nH]1	-3	80	-4	0.4	8	8	0.3	0	9
CCc1cc2c(SCc3ccc(C(=O)OC)o3)ncnc2s1	4	97	-18	0.3	2	-3	0.0	0	-2
Cc1ccnc2nc(NC(=O)c3ccco3)nn12	2	92	-2	1.3	-13	-3	0.1	-8	4
CCOc1cccc(C2/C(=C(/O)c3ccc4c(c3)CC(C)O4)C(=O)C(=O)N2CCCn2ccnc2)c1 (configuration not stated)	-2	92	-2	8.1	12	-6	0.0	-8	2
O=C(c1ccc(-c2cccc(Cl)c2Cl)o1)N1CCOCC1	-3	106	6	2.7	5	4	0.1	1	2
O=S1(=O)C=C(Oc2ccc3ccccc3c2)c2ccccc21	-3	96	7	0.5	7	5	0.1	6	5
C[C@H](NC(=O)[C@@H]1Cc2ccccc2CN1)C(=O)NCC1CCCO1 (some centres not stated)	1	94	2	0.2	-7	3	-0.1	-1	7
CC(=O)C(Cc1ccc(Cl)nc1)(Cc1ccc(Cl)nc1)C(C)=O	4	97	5	1.6	13	5	-0.1	-2	-1
O=C(COc1ccc(-c2ccccc2)cc1)N1CCN(C(=O)c2cccs2)CC1	3	90	15	1.8	2	3	-0.1	-1	10
C/C=C(\C)C(=O)NCCN1C2=NC[C@H](Cc3ccccc3)N2C[C@H]1Cc1ccc(O)cc1	2	100	5	-5.3	13	5	-0.1	-3	2
Cc1ccc(N2CC(C(=O)Nc3ccc(S(=O)(=O)N4CCCC4)cc3)CC2=O)cc1 (configuration not stated)	0	86	6	2.3	-3	5	-0.1	4	2
CCOc1ccccc1NC(=O)C12CC3CC(C1)CC(c1ccc(C)cc1)(C3)C2	-2	96	-5	2.0	10	7	0.0	10	6
Cc1ccc(NC(=O)NC2CC(=O)N(c3ccc4c(c3)OCCO4)C2)cc1 (configuration not stated)	-3	75	1	-1.4	1	1	0.0	7	2
COc1cc2c(C(=O)NCc3ccc4c(c3)OCO4)cn(CC(C)C)c(=O)c2cc1OC	-4	100	-10	0.3	-3	7	0.1	10	9
O=C(Nc1ccc(Cl)cn1)C1CC1	-2	97	-10	1.0	2	0	-0.1	-5	1
CCOc1cccc(-c2c(C(=O)N/N=C/c3sccc3C)nnn2-c2nonc2N)c1	-3	95	0	3.8	-5	3	-0.4	-2	3
CCOC(=O)N1CCN(Cc2nc(N)nc(Nc3ccc(Oc4ccccc4)cc3)n2)CC1	-2	107	-10	.	-5	-1	0.2	-4	5
COC(=O)C(C)N1C(=O)S/C(=C/c2cc(C)n(-c3ccccn3)c2C)C1=O (configuration not stated)	1	93	1	-5.1	5	8	0.0	14	1
CCOc1ccc(N=CNc2ccc(OCC)cc2)cc1	-1	112	-12	-0.4	-4	1	0.0	-7	5
CCSc1nnc(NC(=O)CN2C(=O)NC3(CCCC3)C2=O)s1	.	97	.	.	-4	4	-0.1	-6	1
CCCCCc1ccc(-c2cn(Cc3ccc4ccccc4c3)nn2)cc1	1	111	-6	3.4	3	-3	0.2	-4	2
C[C@@H]1CCC[C@]2(O[C@H](CCO)C[C@H](O)[C@H]2O)O1	-3	88	16	2.3	10	-4	0.0	4	4
O=C(COC(=O)CNC(=O)c1sc2ccccc2c1Cl)Nc1cc(Cl)cc(Cl)c1	3	105	1	-2.0	13	-2	-0.3	-10	-1
O=C(COc1ccc2ccccc2c1Br)Nc1ccncc1	-4	107	4	1.1	1	2	-0.1	-4	2
COc1ccc(C)cc1Nc1n[n+](-c2ccccc2)c(-c2ccc(C(=O)O)cc2)s1	-3	105	-2	-2.4	9	-9	0.0	2	-12
COc1ccc(COC(=O)C2CCN(S(=O)(=O)c3cccs3)CC2)cc1	-2	116	3	2.8	17	1	-0.1	0	0
O=C1NN=C(c2ccc(Br)cc2)CC1c1ccc(Cl)cc1 (configuration not stated)	-2	88	-7	-0.1	7	0	0.1	9	5
Cc1cccc2sc(NNC(=O)c3ccc(S(=O)(=O)N4CCc5ccccc5C4)cc3)nc12	7	109	0	-1.5	19	3	-0.1	7	-1
COCCNC(=O)CS(=O)Cc1nc(-c2ccc(Cl)cc2)oc1C (configuration not stated)	-1	75	-10	-4.7	-4	3	0.0	3	2
COc1ccc(C2C(C#N)=C(N)OC3=C2C(=O)CC(C)(C)C3)cc1Cn1cc([N+](=O)[O-])cn1 (configuration not stated)	7	108	6	0.5	-2	3	0.0	-7	3
CCn1ncc(/C=N/NC(=O)c2cc(Cl)ccc2OC)c1C	-2	111	-5	-0.3	-10	5	-0.1	-3	8
Cc1ccc(-n2c(C)cc(C(=O)COC(=O)c3ccc[nH]c3=O)c2C)cc1C	5	98	-3	0.2	5	4	0.0	4	4
O=S(=O)(c1ccccc1)n1ccc2ccccc21	2	119	0	0.7	7	9	-0.1	3	5
N#Cc1ccc(CNc2cnccn2)cc1	-1	77	-2	-3.9	10	0	0.0	-2	0
CCOC(=O)COc1ccc(S(=O)(=O)NCCC2=CCCCC2)cc1	-4	84	0	1.1	-15	4	0.1	12	6
O=C(NCc1ccco1)C(Cc1ccccc1)NS(=O)(=O)c1cccc2nsnc12 (configuration not stated)	-3	112	8	-0.6	2	-2	0.3	2	-2
Cc1sc2nc(SCC(=O)Nc3ccc(S(=O)(=O)NCCCC(=O)O)cc3)[nH]c(=O)c2c1C	2	97	6	-0.9	0	4	-0.1	3	5
N#CCCn1cc(C(=O)N2CCCCC2)c(-c2cccc([N+](=O)[O-])c2)n1	-4	90	-2	0.6	-34	-2	-0.1	6	-1
Cc1cc(NC(=O)CCCN2C(=O)/C(=C\c3cccs3)SC2=S)no1	-1	108	6	-1.8	12	4	-0.1	-4	2
Cc1nc2c3cc(F)ccc3n(Cc3ccccc3F)c2s1	-3	102	-5	-0.7	-12	-1	-0.1	-5	5
CCCc1cc(=O)oc2cc(OC(C)C(=O)NCC3CCC(C(=O)O)CC3)c(Cl)cc12 (configuration not stated)	-2	103	3	-1.1	4	2	0.0	1	4
Cc1nn(CC(=O)c2ccccc2)c(=O)c2nn(-c3ccccc3F)c(C)c12	-4	110	-4	1.3	-1	1	0.1	3	-1
CCOC(=O)N1CCN(CC(O)COc2ccccc2[N+](=O)[O-])CC1 (configuration not stated)	-1	95	-9	0.0	-6	11	-0.1	1	3
Cc1cc(C(=O)N2CCCC(C(=O)c3cccc4ccccc34)C2)nc(C)n1 (configuration not stated)	-6	89	3	-0.6	4	0	0.0	-6	-1
Cc1nnn(C23CC4CC(CC(C4)C2)C3)n1	4	93	-1	2.3	8	-3	0.1	-2	0
CCOc1ccccc1C(C(=O)NC1CCCC1)N(C(=O)c1csnn1)C1CC1 (configuration not stated)	1	107	11	-0.8	0	-8	0.2	2	1
COc1ccc(CNc2nc(C)c([N+](=O)[O-])c(C)c2C#N)cc1	2	114	0	2.0	-2	3	0.0	-1	4
O=c1[nH]c2cccnc2n1-c1cccc([N+](=O)[O-])c1	-5	104	3	-5.2	1	0	-0.2	1	0
CCc1nn2c(N)c(/C=C3\C=Nc4ccccc43)c(=O)nc2s1	2&4	118&106	-1&13	-2.2&-17	2&13	-3&2	0.0&-0.1	-9&7	0&7
O=C(NC1CCCC1)c1ccc(Cn2c(=O)[nH]c3ccsc3c2=O)cc1	0	101	13	-2.2	-1	-7	0.1	2	-1
NNC(=O)Cn1c(COc2ccc(Cl)cc2)nc2ccccc21	-6	95	8	-0.7	-13	8	-0.3	0	0
Cc1oc2cc3oc(=O)c(CCC(=O)NCCCN4CCCC4=O)c(C)c3cc2c1C	1	114	0	-0.4	2	2	0.3	-4	4
CC(C)CCN(C(=O)c1csnn1)C(C(=O)NC1CCCC1)c1ccccc1 (configuration not stated)	0	111	0	-4.0	17	8	0.1	2	4
O=Cc1c(NCc2ccccc2)c2ccccc2[nH]c1=O	-1	84	-6	0.4	4	-6	0.3	-2	-6
CC(Oc1ccccc1Br)C(=O)N1CCc2ccccc21 (configuration not stated)	-1	97	4	0.2	-7	4	0.0	4	5
CC(=O)c1ccccc1NC(=O)COC(=O)/C=C/c1cccs1	-1	109	-2	-1.1	-5	-2	0.1	2	2
CCCNC(=O)COC(=O)/C=C/c1cccc(F)c1	4	94	10	-1.4	-2	-6	-0.1	8	1
Cc1nc2ccccc2nc(C)c1=NOCc1ccc(Cl)cc1Cl	-1	94	1	-0.4	-11	1	0.3	10	3
COc1cccc(C(=O)CN(C(=O)c2ccc(Cl)cc2Cl)N2C(=O)c3ccccc3C2=O)c1	3	97	1	1.6	-7	-1	-0.5	-11	2
Cn1ncc(C#N)c1NC(=O)c1cc(-c2ccccc2Cl)on1	-1	103	2	-0.9	9	-10	0.0	-4	1
(next part)
SMILES	Fam108B counter	CR mimetic SO	EBNA-1 inhibitor	MEX-5 binding	ZTA DNA inh	MCL1-BIM inh	Efflux pump mplx	GLD-1 RNA inh	Bcl-xL primary
O=C(O)c1cnn2c1NC(c1cccs1)CC2C(F)(F)F (configuration not stated)	3	99	1	-0.2	2	4	0.1	-1	6
O=c1[nH]cnc2sc(-c3ccccc3)cc12	5	80	12	-2.2	1	5	-0.1	-4	8
CCc1ccc(C(=O)COC(=O)CNC(=O)COc2ccccc2)cc1	0	107	-6	0.2	-4	3	0.1	5	1
O=C(CN1C(=O)c2ccccc2S1(=O)=O)c1ccc2c(c1)OCCO2	-4	109	0	1.5	-9	-3	0.0	5	2
COc1ccc(CNC(=O)C(C)c2ccc([N+](=O)[O-])cc2)cc1 (configuration not stated)	-1	116	2	1.8	-6	2	0.1	-2	4
COC(=O)c1ccc(C)c(NC(=O)CCc2cc(OC)c(OC)c(OC)c2)c1	-1	99	16	-0.9	19	-16	-0.1	2	-10
CC(C)N1C(=O)CCC1C(=O)NCc1cccs1 (configuration not stated)	-3	108	-2	1.2	2	6	0.0	8	4
O=C(NC(=S)Nc1ccc2[nH]c(=O)[nH]c2c1)c1ccccc1F	-3	112	2	-1.7	-2	4	0.4	-3	3
CC(=O)Nc1ccc(NC(=O)COC(=O)c2c(C)nn(-c3ccccc3)c2C)cc1	-1	105	10	-0.1	11	-12	0.1	1	-3
O=C(O)c1cccc(N2C(=O)c3ccc(Oc4ccc(Cl)cc4)cc3C2=O)c1	-2	105	1	-2.1	20	-2	0.0	2	3
COc1cc(OC)c(NC(=O)CCNS(=O)(=O)c2ccc3c(c2)oc(=O)n3C)cc1Cl	-3	109	5	-0.6	16	-3	0.1	5	5
C=CCOc1ccc(/C=C2\SC(N)=NC2=O)cc1OC	7	98	6	2.1	-20	1	-0.2	-3	3
COc1ccc(C(=O)N/N=C(\C)CC(=O)Nc2ccc3c(c2)OCO3)cc1	0	106	-2	0.8	4	0	0.0	13	2
COc1ccc(/C(C#N)=C/c2c(-c3ccc(Cl)cc3)nc3c(C)cccn23)cc1	8	110	1	-1.6	0	5	0.0	4	4
O=S(=O)(NCc1csc(-c2cccnc2)n1)c1ccc(F)cc1	1	118	1	-1.4	-5	7	-0.1	3	1
Cc1cc(/C=C2/NC(=O)NC2=O)c(C)n1-c1cccnc1	-3	102	-2	-0.3	-15	2	0.2	0	1

Compound profiles, from the list above. Order of screens: Fam108B counter	CR mimetic SO	EBNA-1 inhibitor	MEX-5 binding	ZTA DNA inh	MCL1-BIM inh	Efflux pump mplx	GLD-1 RNA inh	Bcl-xL primary
O=S(=O)(NCc1csc(-c2cccnc2)n1)c1ccc(F)cc1 reads 1	118	1	-1.4	-5	7	-0.1	3	1
COc1ccc(C(=O)N/N=C(\C)CC(=O)Nc2ccc3c(c2)OCO3)cc1 reads 0	106	-2	0.8	4	0	0.0	13	2

Screens (PubChem BioAssay)
